Compound activity deposited in PubChem BioAssay by several laboratories.
BaF3 tox: reduces parental Ba/F3 cell viability, JAK2V617F counter-screen. inhibition, % at 5.6 µM. AID 1486. 220,000 tested, 1.1% active. CellTiter-Glo ATP luminescence;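 active = inhibition above a per-campaign cutoff, the mean inhibition of all tested compounds plus 3 SD, cut at about 27% in these data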;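 also: 0% = DMSO wells and 100% = JAK Inhibitor I control wells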
NPY2 pot ag: human NPY-Y2 potentiation or agonism, primary screen; 220,000 tested, 0.45% active; cells expressing NPY-Y2, potentiator/agonist read-out; activation, % at 3.6 µM; P49146; in the data active = activation above about 27%;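 also: cells stimulated with NPY near EC25 plus isoproterenol at EC100; 0% = vehicle plus submaximal agonist and 100% = vehicle plus saturating agonist; some results beyond the cut were filed as inactive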
RBBP9 inhibitor: blocks human serine hydrolase RBBP9; 220,000 tested, 0.2% active; O75884; AID 1515; recombinant RBBP9, FP-Rh probe fluorescence polarization; inhibition, % at 7.94 µM;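 active = inhibition above the campaign mean of all tested compounds plus 3 SD, cut at about 14% in these data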;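 also: plate controls were DMSO wells with RBBP9 for no effect and wells lacking RBBP9 protein for full effect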
Target sequence (O75884 whole entry, looked up): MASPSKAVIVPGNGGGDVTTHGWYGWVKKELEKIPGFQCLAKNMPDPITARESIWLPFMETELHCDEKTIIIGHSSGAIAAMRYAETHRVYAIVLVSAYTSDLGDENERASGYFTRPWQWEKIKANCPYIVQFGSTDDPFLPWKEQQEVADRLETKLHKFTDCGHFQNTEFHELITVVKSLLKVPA
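System: RBBP9 protein | Quantity: 2.5 µM RBBP9 dispensing solution, before mixing | Reagent: FP-Rh probe, 375 nM dispensing solution | Timing: Enzyme-compound preincubation 30 min, then probe labeling 45 min, 25 °C | Measured by: Fluorescence polarization | Read-out: % inhibition | Replication: One well per compound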
Runt-CBFb FRET: inhibitors of human RUNX1 Runt domain binding to CBFb. Q01196+Q13951. Cerulean-Runt/Venus-CBFb FRET ratio 530/480, 1 h. inhibition, % at 20 µM. 220,000 tested, 0.46% active;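 active = inhibition over about 50% at 20 µM in the single-dose screen, limit read from the data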;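 also: 0% = DMSO wells and 100% = excess unlabeled CBFb competitor control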
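Assay system: Cerulean-Runt domain fusion protein, energy donor; Signal: fluorescence energy transfer, 422 nm excitation, 530/480 nm emission; Timing: 1 h compound exposure, room temperature; Control set: unlabeled CBFb; Medium: Tris buffer pH 7.5 with salts and BSA; Compound: single test concentration of 20 µM, 1% DMSO final; Probe or stimulus: Venus-CBFb 100 nM.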
S1P4 antag: antagonists of human S1P4 receptor; O95977; S1P4-expressing cells, antagonist mode, reporter read-out; inhibition, % at 4.98 µM; 220,000 tested, 0.26% active; AID 1510; in the data active = inhibition above about 29%;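 also: 0% = wells stimulated with agonist and 100% = vehicle wells without agonist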
Target sequence (O95977 whole entry, looked up): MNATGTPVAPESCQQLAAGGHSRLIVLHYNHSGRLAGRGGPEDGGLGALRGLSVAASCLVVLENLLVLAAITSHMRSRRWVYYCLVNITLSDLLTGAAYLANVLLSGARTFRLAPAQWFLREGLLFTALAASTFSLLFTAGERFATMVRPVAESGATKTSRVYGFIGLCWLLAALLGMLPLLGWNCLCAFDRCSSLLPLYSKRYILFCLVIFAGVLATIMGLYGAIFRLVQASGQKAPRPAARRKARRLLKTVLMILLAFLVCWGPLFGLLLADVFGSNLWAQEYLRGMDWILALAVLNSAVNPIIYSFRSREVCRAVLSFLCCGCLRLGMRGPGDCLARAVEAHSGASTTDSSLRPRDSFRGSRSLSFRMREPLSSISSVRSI
NPY-Y1 antag: NPY-Y1 (human) receptor antagonism. P25929. HEK293-CNG Y1 cells, membrane potential fluorescence; NPY at EC95, then isoproterenol. inhibition, % at 3.6 µM. 200,000 tested, 1% active;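 active = inhibition above the campaign mean inhibition of all tested compounds plus 3 SD, cut at about 20% in these data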;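 also: 0% = DMSO wells given NPY plus isoproterenol and 100% = isoproterenol alone without NPY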
Target sequence (P25929 whole entry, looked up): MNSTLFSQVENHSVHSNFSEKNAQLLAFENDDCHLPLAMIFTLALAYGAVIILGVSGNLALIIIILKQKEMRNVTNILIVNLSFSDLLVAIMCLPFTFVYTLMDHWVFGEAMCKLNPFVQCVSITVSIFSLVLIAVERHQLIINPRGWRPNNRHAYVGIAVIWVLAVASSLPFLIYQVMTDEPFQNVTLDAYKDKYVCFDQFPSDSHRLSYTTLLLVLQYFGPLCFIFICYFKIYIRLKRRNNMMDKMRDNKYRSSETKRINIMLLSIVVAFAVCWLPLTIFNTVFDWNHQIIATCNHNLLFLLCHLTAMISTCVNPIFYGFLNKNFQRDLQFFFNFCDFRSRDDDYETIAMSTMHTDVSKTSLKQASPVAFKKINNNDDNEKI
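Material: HEK293 Y1/CNG channel cell line | Also added: NPY (25 nM), isoproterenol (1 µM), Ro 20-1724 (25 µM) | Compound: One concentration, 3.6 µM, in 0.4% DMSO | Schedule: 3 h dye uptake, 1 h room-temperature compound, 45 min post-isoproterenol | Signal: Membrane-potential fluorescent dye readout | Read-out: % inhibition of NPY effect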
NPY-Y1 PAM-ag: potentiators or agonists of human neuropeptide Y receptor Y1; activation, % at 3.6 µM; NPY-Y1 expressing cells, potentiator/agonist activation; P25929; 220,000 tested, 0.37% active; in the data active = activation above about 33%, passing the limit was not always enough;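 also: cells stimulated with NPY at EC10 then isoproterenol at EC100; 0% = low agonist plus stimulus and 100% = saturating agonist plus stimulus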
Ba/F3 V617F tox: loss of viability in JAK2V617F-driven Ba/F3 cells; 220,000 tested, 1.1% active; Ba/F3 EpoR-JAK2V617F viability, ATP luminescence; inhibition, % at 5.6 µM;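 active = inhibition above the campaign mean plus 3 SD over all tested compounds, cut at about 24% in these data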;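 also: cytokine-independent growth of Ba/F3 cells driven by EpoR plus mutant JAK2; 0% = DMSO-treated cells and 100% = JAK inhibitor I control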
S1P4 agonist: activates the human S1P4 receptor; activation, % at 4.98 µM; 220,000 tested, 0.35% active; O95977; S1P4-expressing cell line, agonist reporter assay; in the data active = activation above about 11%;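 also: 0% = DMSO vehicle and 100% = reference agonist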
* marks the source's active call; other numbers are inactive results; . = not tested or not shown.

SMILES	BaF3 tox	NPY2 pot ag	RBBP9 inhibitor	Runt-CBFb FRET	S1P4 antag	NPY-Y1 antag	NPY-Y1 PAM-ag	Ba/F3 V617F tox	S1P4 agonist
O=C(Cn1c(NCCO)nc2ccccc21)NCC(F)(F)F	-5	8	1	2	3	.	27	3	0.4
O=C(c1ccco1)N1CCN(S(=O)(=O)c2ccc(S(=O)(=O)NC3CCCC3)cc2)CC1	-2	8	-4	-2	-1	20*	-17	-5	1.6
O=C(COc1ccc([N+](=O)[O-])cc1)NN=C1CCCC1	9	5	0	-1	-3	4	8	7	-0.3
CCOc1cc(C=C(C(=O)OC)C(=O)OC)ccc1OCc1ccc([N+](=O)[O-])cc1	1	-41	4	2	22	10	-50	0	-1.6
Cc1ccc2cc3c(nc2c1)N(c1ccccc1)CC3	4	14	7	1	5	9	4	3	-0.2
CCc1nc2sc3c(c2c(=O)o1)CCCC3	9	-21	-9	6	-31	-1	6	8	2.4
CCOc1cc(/C=C(/C#N)C(=O)Nc2ccc(O)cc2)cc(Br)c1O	0	-37	1	-37	-6	8	-35	3	0.7
CCOc1ccc(/C=N/NC(=O)CN2CCCCCCC2)cc1	2	-20	-11	-1	2	-2	-14	3	-1.1
COc1cc(C2NC(=O)NC(c3ccccc3)=C2C(C)=O)cc([N+](=O)[O-])c1O (configuration not stated)	7	6	0	19	10	-2	5	0	1.6
O=C1OC(Cc2ccncc2)C(O)=C1C1=NCCCN1 (configuration not stated)	10	-10	-3	-1	-14	10	-4	1	1.2
CCOC(=O)N1CCN(Cc2cn[nH]c2-c2ccc(-c3ccccc3)cc2)CC1	-1	1	-7	-2	4	7	-11	-3	-1.4
CCCCNC(=O)CSc1nnc(NC(C)=O)s1	6	4	-2	-3	-11	5	-2	-2	0.5

Fetched one by one from above:
SMILES	BaF3 tox	NPY2 pot ag	RBBP9 inhibitor	Runt-CBFb FRET	S1P4 antag	NPY-Y1 antag	NPY-Y1 PAM-ag	Ba/F3 V617F tox	S1P4 agonist
CCCCNC(=O)CSc1nnc(NC(C)=O)s1	6	4	-2	-3	-11	5	-2	-2	0.5
CCc1nc2sc3c(c2c(=O)o1)CCCC3	9	-21	-9	6	-31	-1	6	8	2.4
O=C(COc1ccc([N+](=O)[O-])cc1)NN=C1CCCC1	9	5	0	-1	-3	4	8	7	-0.3
COc1cc(C2NC(=O)NC(c3ccccc3)=C2C(C)=O)cc([N+](=O)[O-])c1O (configuration not stated)	7	6	0	19	10	-2	5	0	1.6

Part of the list above in order of count of non-hydrogen atoms, ascending.
SMILES	BaF3 tox	NPY2 pot ag	RBBP9 inhibitor	Runt-CBFb FRET	S1P4 antag	NPY-Y1 antag	NPY-Y1 PAM-ag	Ba/F3 V617F tox	S1P4 agonist
CCc1nc2sc3c(c2c(=O)o1)CCCC3	9	-21	-9	6	-31	-1	6	8	2.4
Cc1ccc2cc3c(nc2c1)N(c1ccccc1)CC3	4	14	7	1	5	9	4	3	-0.2
O=C(Cn1c(NCCO)nc2ccccc21)NCC(F)(F)F	-5	8	1	2	3	.	27	3	0.4

Next compounds.
SMILES	BaF3 tox	NPY2 pot ag	RBBP9 inhibitor	Runt-CBFb FRET	S1P4 antag	NPY-Y1 antag	NPY-Y1 PAM-ag	Ba/F3 V617F tox	S1P4 agonist
Cc1oc(-c2ccccc2Cl)nc1CSc1nc2c(c(=O)[nH]1)CCCC2	-9	-3	0	0	-11	.	28	-1	0.8
O=C(c1ccccn1)N(Cc1cc2ccccc2[nH]c1=O)C1CCCCC1	0	-4	-6	1	-9	-1	-3	-2	-0.1
O=C(Nc1ccc(OC(F)(F)F)cc1)Nc1cccc([N+](=O)[O-])c1	7	12	-4	-1	-17	-9	4	2	1.9
CCOC(=O)N1CCC(NC(=O)c2cc3c(=O)[nH]c4ccccc4c3n2C)CC1	2	-4	3	2	-1	1	5	-1	0.0
CCC(C)c1ccc(OCC(=O)Nc2ccc3[nH]c(=O)[nH]c3c2)cc1 (configuration not stated)	4	6	-11	0	-6	0	-8	2	-3.0
CCOC(=O)N1CCN(C(=O)c2ccc3c(=O)n(-c4cc(OC)ccc4OC)c(=S)[nH]c3c2)CC1	0	18	-1	3	-3	2	13	0	-0.4
CCOC(=O)C1=C(C)N=C2SC(C)C(=O)N2C1/C=C/c1ccccc1OC (configuration not stated)	5	4	-12	-4	0	9	-13	0	-2.5
COc1ccc(C2CC(c3ccc(F)cc3)n3nc(NS(C)(=O)=O)nc3N2)cc1 (configuration not stated)	-1	-14	3	0	-7	.	-15	-4	-0.3
Cn1c(=O)c([N+](=O)[O-])c(Oc2ccccc2)c2ccccc21	1	-9	10	28	-1	0	1	-7	-0.5
CCCCN1CCc2c1nc1ccc(Br)cc1c2N	2	32	-6	9	-14	-1	31	-1	1.9
CC(=O)Nc1ccc(SCC(=O)N(CCC#N)c2cc(C)cc(C)c2)cc1	3	12	-6	0	9	12	11	-2	-0.7
O=C1c2cc(S(=O)(=O)NCCCO)ccc2-c2ccc(S(=O)(=O)NCCCO)cc21	3	5	9	-1	-6	2	5	-3	0.2
O=C(NC1CCN(Cc2nnnn2CCc2ccccc2)CC1)c1ccccc1F	6	-8	-6	3	-13	3	14	3	-0.6
O=C(CN(C1CCCCC1)S(=O)(=O)c1ccc(Br)cc1)NCc1cccnc1	0	4	5	-1	-7	0	17	-2	2.0
COc1ccc2c(c1)cc(C(=O)O)n2C	4	-1	-6	0	-15	3	-8	-1	3.0
Cc1ccc(CNC(=O)C2(NC(=O)Nc3ccc(C)cc3)CCCCC2)cc1	10	9	-5	2	-5	0	27	-1	-1.9
CS(=O)(=O)N(CC(=O)N1CCC(C(N)=O)CC1)c1ccc(Oc2ccccc2)cc1	2	0	-2	-1	-12	4	-7	-3	0.8
NNC(=O)c1ccc(Cn2cc(Br)cn2)cc1	1	5	-8	-2	-17	3	-7	3	1.1
COc1cccc(C(=O)C2CCCN(C/C=C/c3ccccc3OC)C2)c1 (configuration not stated)	7	-23	-8	-2	14	13	-3	6	-1.1
CCOc1ccc(C(=O)N[C@H](C(=O)O)C(C)C)cc1	4	-13	-5	0	1	4	-22	3	1.8
Cc1ccc(N2NC(=O)/C(=C/c3ccc(-c4ccc(Cl)c(C(=O)O)c4)o3)C2=O)cc1	0	-8	-8	6	-4	0	-3	2	-1.6
CC(C)S(=O)(=O)C/C(N)=N/OS(=O)(=O)c1ccc(Cl)cc1	-3	-5	8	1	-13	.	-2	-4	1.1
Cc1cccc(/N=C/c2c(C)[nH]n(-c3ccccc3)c2=O)n1	0	3	2	1	-11	.	-5	-4	0.5
COc1ccc(Nc2nc(CC(C)=O)ns2)cc1OC	6	13	-8	-1	2	9	7	-1	1.1
CCCOC1CCCN(C(=O)CCc2nnc(CCCCc3ccccc3)o2)C1 (configuration not stated)	-3	6	-4	-1	-6	-5	5	-1	-0.5
CCOC(=O)N1CCN(C(=O)COc2cccc3c2CCN(Cc2ccccc2C)C3=O)CC1	4	-12	0	-4	-8	10	-19	11	-0.5
COc1ccc(C2Nc3ccccc3C(=O)N2c2ccc(C)cc2)cc1Cn1nnc2ccccc21 (configuration not stated)	1	1	-3	1	-21	14	13	-2	-0.8
CC(C)(C)c1ccc(CN2N=C(/C=C/c3ccccc3)CCC2=O)cc1	6	-21	-2	-6	-7	25*	-23	-1	3.5
CCN(CC)S(=O)(=O)c1ccc(C(=O)N2CCc3ccccc32)cc1	7	-5	-3	0	-18	-2	3	0	1.0
COc1cc(/C=C(\C#N)c2ccccn2)ccc1OCC(=O)Nc1ccc(Br)cc1	-2	-2	-7	-19	-20	3	12	-5	1.4
CC(C)Cn1cc(C(=O)NCc2cccs2)c2c3ccccc3n(C)c2c1=O	2	2	-4	-1	-18	21*	-2	0	4.2
CN(CC(=O)Nc1ccc(F)c(F)c1F)c1cnccn1	-1	15	-1	.	2	4	6	-1	0.8
CC1CCc2c(nc3sc4c(c3c2N)CCCC4)C1 (configuration not stated)	3	-9	-2	12	-8	9	-14	-5	-1.4
CN1CCN(C(=O)C2CC(c3c(F)cccc3Cl)=NO2)CC1 (configuration not stated)	7	15	-4	-2	-15	6	19	0	-0.9
CC(=O)c1ccc(Oc2cc(-c3ccccc3)nc(-c3ccccc3)n2)cc1	6	-1	-3	-1	5	3	-22	3	0.2
CCN(C(=O)CSc1cc(C)c2cccc(C)c2n1)C1CCS(=O)(=O)C1 (configuration not stated)	2	1	1	-6	-3	3	17	2	0.3
CCOC(=O)C1=C(O)C(=O)N(c2ccc(S(N)(=O)=O)cc2)C1c1ccccc1 (configuration not stated)	10	7	-12	-1	16	-4	31	4	0.1
COC(=O)[C@H](Cc1ccccc1)NC(=O)N1CCN(Cc2ccccc2)CC1	0	-2	-4	-1	-6	-2	8	-2	2.9
COC(=O)c1cc2n3ccccc3c(C)c(-c3ccccc3)c-2c1C(=O)OC	5	-4	4	2	0	-2	-12	-3	-1.4
CC(=O)N1CCc2cc(Br)cc(S(=O)(=O)CCC(=O)Nc3c(C)n(C)n(-c4ccccc4)c3=O)c21	3	-8	1	2	-8	8	9	1	0.6
C/C(=N\NC(=O)c1cc(-c2cccc([N+](=O)[O-])c2)n[nH]1)c1ccc(F)cc1	4	5	-3	-2	0	.	-2	2	-0.6
CC(=O)Nc1ccc(S(=O)(=O)NCC2CCC(C(=O)NCCC3=CCCCC3)CC2)cc1 (configuration not stated)	2	-2	-2	-2	0	4	12	-1	-4.6
NSc1nc(N)c2nc(-c3ccccc3)c(-c3ccccc3)nc2n1	11	-3	8	43	0	-3	11	2	1.2

Shown in markdown: three of the compounds above.
| Molecule | BaF3 tox | NPY2 pot ag | RBBP9 inhibitor | Runt-CBFb FRET | S1P4 antag | NPY-Y1 antag | NPY-Y1 PAM-ag | Ba/F3 V617F tox | S1P4 agonist |
| --- | --- | --- | --- | --- | --- | --- | --- | --- | --- |
| C/C(=N\NC(=O)c1cc(-c2cccc([N+](=O)[O-])c2)n[nH]1)c1ccc(F)cc1 | 4 | 5 | -3 | -2 | 0 | . | -2 | 2 | -0.6 |
| COC(=O)[C@H](Cc1ccccc1)NC(=O)N1CCN(Cc2ccccc2)CC1 | 0 | -2 | -4 | -1 | -6 | -2 | 8 | -2 | 2.9 |
| CC(=O)Nc1ccc(S(=O)(=O)NCC2CCC(C(=O)NCCC3=CCCCC3)CC2)cc1 (configuration not stated) | 2 | -2 | -2 | -2 | 0 | 4 | 12 | -1 | -4.6 |

Compounds were not picked by outcome (roughly 3.6% active in at least one column).
